High-throughput results from PubChem BioAssay.
AT treatment: qHTS Assay for Identifying a Potential Treatment of Ataxia-Telangiectasia; […] A-T fibroblasts, KAP-1 phosphorylation AlphaLISA; neocarzinostatin DNA damage 30 min before lysis; hit rate 0.19% among 320,000; Potency, µM (top dose mostly 57.5 µM), for the others: at the top dose activation, usual class: activators; note: potency is the fitted concentration of half-maximal effect; % of control where 0% means no effect; nearly all actives have a fitted effect of over 45% in size
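hTERT-immortalized A-T patient fibroblasts ([…]), 500 cells/well in OPTI-MEM, 1% FBS, got compounds for 60 min, then NCS for 30 min at 37C. Lysates were then assayed for phospho-KAP-1 by AlphaLISA (anti-pKAP1 donor, anti-KAP1 acceptor beads), 6 hr at 25C.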
Tb PFK block: qHTS Assay to Find Inhibitors of T. brucei phosphofructokinase; Potency, µM (top dose mostly 57.5 µM), for inactives: at the top dose activity, negative = inhibition, usual class: inhibitors; T. brucei PFK, ADP-Glo luminescence; AID 485367, 2010; ATP-dependent 6-phosphofructokinase (Trypanosoma brucei brucei), O15648; hit rate 0.17% among 330,000;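 note: potency is the fitted concentration of half-maximal effect; 0% = uninhibited 1x PFK enzyme wells and -100% = no-enzyme wells; nearly all actives have a fitted effect of over 60% in size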
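Activity is normalized to no-enzyme wells (full inhibition) and 1.25 nM enzyme wells (no inhibition). Reaction: 0.5 mM F6P, 0.1 mM ATP, 45 min RT, ADP-Glo luminescence; concentration-response curves fitted and classed by quality.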
Coupling enz: qHTS Assay for Inhibitors of Fructose-1,6-bisphosphate Aldolase from Giardia Lamblia: Coupling assay counterscreen | hit rate 0.67% among 290,000 | activity change, negative = inhibition, % at 58.2 µM, hits read low | coupling enzyme system counterscreen, AmpLite Red fluorescence | AID 2472, 2010; in the data active = activity change below about -30%; note: % is set by controls: 0 for no effect and ±100 for the full control effect
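Compounds tested against the coupling enzymes alone at 57.5 uM final; readout was AmpLite Red fluorescence (525/598 nm) after 20 min at RT.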
TSHR antagonist: Antagonists of the Thyroid Stimulating Hormone Receptor: HTS campaign; Thyrotropin receptor (Homo sapiens), P16473; TSHR-expressing cells, TSH-stimulated cAMP HTRF, 2 h; active compounds read low; activity change, negative = inhibition, % at 11.5 µM; hit rate 0.2% among 330,000; AID 504810, 2011;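 active = activity change below a set negative limit, meaning inhibition stronger than a set level, cut at about -70% in these data; inconclusive = activity change between two set negative limits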; note: % is set by controls: 0 for no effect and ±100 for the full control effect
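TSHR-expressing cells were treated with compounds, then stimulated with TSH at EC80 (4nM final) for 2 hours at 37 deg C. Cellular cAMP was measured by HTRF competition between lysate cAMP and cAMP-d2 for a cryptate-labelled anti-cAMP antibody.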
TCR act: Activators of T cell receptors: qHTS campaign | primary human leukocytes, anti-CD3, IL-2 HTRF, 48 h | Potency, µM (titrated, usually from 9.22 µM), inactives show at the top dose activation of IL-2 secretion, most hits filed as activators | 330,000 tested, under 10 active; note: % of control where 0% means no effect
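TCR engagement came from a-CD3 beads alone, with compounds added to primary human leukocytes for 48 hr. Secreted IL-2 bridged europium cryptate- and d2-labelled anti-IL-2 antibodies, giving FRET emission at 665nm after 320nm excitation.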
Giardia kill: Small Molecules that selectively kill Giardia lamblia: qHTS; Giardia lamblia trophozoite viability; activity change, % at 7.66 µM, hits read low; hit rate 0.15% among 340,000; AID 540267, 2011; in the data active = activity change below about -80%; inconclusive = between about -30% and that limit;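 note: parasites exposed to compound for two days anaerobically before the ATP read; % is set by controls: 0 for no effect and ±100 for the full control effect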
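Viability, read as ATP luminescence: trophozoites at 100 cells/well, compound added, 48 hrs anaerobic at 37 deg C, then 15-30 min room-temperature development before reading.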
MLL CXXC-DNA inh: qHTS Fluorescence Polarization Assay for Inhibitors of MLL CXXC domain - DNA interaction; Histone-lysine N-methyltransferase 2A (Homo sapiens), Q03164; MLL-CXXC / FITC-HOXA9 DNA fluorescence polarization; Potency, µM (highest dose often 115 µM), without a hit: at the highest dose activity change, negative = inhibition, usual class: inhibitors; hit rate 0.037% among 290,000; AID 2662, 2010; active = well fitted inhibition curve with a large enough effect in the polarisation, with a control signal flat, not every such curve was filed as active; inconclusive = small, poorly fitted or top-dose-only effect, or effect the other way, or a change in a side signal; inactive = no such curve, though single readings can be large or run the other way; the % refers to the polarisation; note: potency is the fitted concentration of half-maximal effect
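Fluorescence polarization: 7 uM MLL-CXXC (stock) preincubated 5 min with compounds, then 50 nM fluorescein-HOX-A9 DNA (stock) added; 30 min ambient. Buffer 50 mM Tris-HCl pH 7.5, 50 mM NaCl, 1 mM DTT, 0.05% BSA.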
GALK inh: qHTS Assay for Inhibitors of Human Galactokinase (GALK). Purified GALK, Kinase-Glo residual ATP luminescence. AID 1868, 2009. Potency, µM (titrated, usually from 57.5 µM), inactives show at the top dose activity change, negative = inhibition, most hits filed as inhibitors. P51570. hit rate 0.007% among 270,000; note: potency is the fitted concentration of half-maximal effect; % is set by controls: 0 for no effect and ±100 for the full control effect
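The enzyme phosphorylates galactose (100 uM) using ATP (35 uM); inhibition is detected as higher residual ATP, quantified by bioluminescence after 1 h reaction at room temperature, pH 8.0.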
KCNH2 WT inh: qHTS for Inhibitors of KCHN2 3.1: Wildtype qHTS; U2OS, BacMam KCNH2, thallium flux FluxOr; active compounds read low; AID 720551, 2013; hit rate 0.37% among 340,000; Voltage-gated inwardly rectifying potassium channel KCNH2 (Homo sapiens), Q12809; activity change, % at 1.84 µM;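 active = maximum activity change below -70%; inconclusive = maximum activity change between -70% and -50%; inactive = maximum activity change above -50%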; note: % is set by controls: 0 for no effect and ±100 for the full control effect
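U2OS cells transduced with wild-type KCNH2 virus are loaded with FluxOr dye for 45 min, and thallium flux is measured in kinetic reads before and after stimulation buffer. Rate constants are normalized to DMSO controls.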
Chronic BCR inh: qHTS Assay to Find Inhibitors of Chronic Active B-Cell Receptor Signaling | ABC-DLBCL IkBa-CBG/CBR reporter, luminescence ratio, 4 h | Potency, µM (series often up to 46.1 µM), inactives show top-dose ratio change, negative = lower green/red ratio, actives largely listed as inhibitors | hit rate 0.05% among 340,000 | AID 493014, 2011; active = well fitted inhibition curve with a large enough effect in the signal ratio, with a control signal flat, not every such curve was filed as active; inconclusive = small, poorly fitted or top-dose-only effect, or effect the other way, or a change in a side signal; the % refers to the signal ratio;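 note: potency is the fitted concentration of half-maximal effect; plate controls were basal doxycycline-induced cells for no effect and cells given 10 µM MG132 for full effect; MG132 reads +100%, hits lower the ratio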
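Doxycycline induced both beetle luciferases in TMD8 lymphoma cells; IKK-driven degradation limits the IkappaBalpha-fused green signal, while red luminescence normalises for cell number and nonspecific effects. Compounds tested up to 46 uM, 4 hrs.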
Active calls of the source: *; ? = inconclusive; nt = not tested or not shown; [ ] = dose if it differs, or a comment. Unless noted, calls come from the whole dose curve; as a rule, active = well fitted curve in the direction sought with a large enough effect; inconclusive = small, poorly fitted or top-dose-only effect, or another doubt; inactive = no such curve, though single readings can be large; an effect the other way counts as inactive or inconclusive.

The line under a structure holds: AT treatment	Tb PFK block	Coupling enz	TSHR antagonist	TCR act	Giardia kill	MLL CXXC-DNA inh	GALK inh	KCNH2 WT inh	Chronic BCR inh
1	CC(C)[C@H](NC(=O)NCCc1ccccc1)C(=O)O
  1%	-9%	0	-1	-1%	-7	4%	2%	0	5%
2	CC(=O)Nc1ccc(S(=O)(=O)NC2(C(F)(F)F)C(=O)NC(C)=C2C#N)cc1 (configuration not stated)
  2%	-1%	1	7	4%	33[activator]	13%	-3%	16	8%
3	CCOc1cccc2cc(-c3nc4ccc(C(=O)O)cc4[nH]3)c(=O)oc12
  9%	-13%	nt	0	nt	nt	nt	nt	nt	?
4	CCOC(=O)C1=CNS(=O)(=O)NC1CCc1ccccc1 (configuration not stated)
  -52%[inhibitor]	-2%	nt	-1	3%[46.1 µM]	-8	nt	nt	3	3%
5	O=C(/C=C/c1ccc(Cl)cc1Cl)N(Cc1ccccc1)C1CCS(=O)(=O)C1 (configuration not stated)
  -3%	-1%	-3	-8	0%[46.1 µM]	-26	10%	-5%	-8	0%
6	COC(=O)C1=C(C)N(C)C(C)=C(C(=O)OC)C1c1ccc(F)c(Br)c1
  11%	0%	-2	-6	0%	4	-5%	2%	-5	-8%
7	CC(CNC(=O)COc1ccccc1)OC(=O)Nc1ccc(Cl)c(Cl)c1 (configuration not stated)
  1%	-1%	1	8	0%[46.1 µM]	12	4%	-1%	4	2%
8	CC(C)OCc1c(C(=O)OC/C(O)=C(\C#N)c2nc3ccccc3[nH]2)oc2ccccc12
  0%	-1%	2	-5	13%	-2	-10%	3%	-5	0%
9	O=C(O)CCCCCNCc1c(Cl)cccc1Cl
  39%	-20%	-5	30	-2%	20	-4%	-1%	-1	-2%
10	O=C(Nc1cnccn1)c1cccs1
  3%	2%	0	3	nt	6	-2%	2%	-4	-1%
11	Cn1c(SCc2cccc(C(F)(F)F)c2)nnc1-c1ccco1
  9%	-1%	1	4	10%	4	9%	4%	-7	?
12	CC1CCN(S(=O)(=O)c2ccc3c(ccn3CCC(=O)N3CCCCC3)c2)CC1
  1%	-1%	1	7	-1%	-10	-1%	-6%	8	3%
13	Cc1cccc(N2CCN(C(=O)Cn3cccc3)CC2)c1C
  14%	-1%	0	-5	0%	0	-8%	2%	1	?
14	COc1cccc(CNC(=O)Cc2ccc(S(=O)(=O)N3CCOCC3)s2)c1
  0%	0%	nt	10	10%	9	nt	nt	9	0%
15	CC(C)c1c(Cl)c(O)c(-c2ccccc2)c(=O)n1-c1ccc(F)cc1
  -1%	?	12	15	-2%[46.1 µM]	-16	-7%	nt	5	0%
16	COc1cccc(C(=O)/C=C/Nc2cc(C)ccc2O)c1
  2%	-1%	-6	-1	-1%	-13	1%	-3%	-22	?
17	O=C(COC(=O)COc1ccccc1F)Nc1ccc(Cl)cn1
  -2%	-1%	-1	2	-4%	-11	1%	7%	-6	6%
18	CC(C)CN1C(=O)C(=O)N(CC(=O)N(C)CC(=O)Nc2ccc(F)cc2)C1=O
  -3%	-7%	nt	12	-2%	7	nt	nt	-11	6%
19	FC(F)(F)c1cccc(CN2CCCCCC2)c1
  -4%	-6%	0	-6	0%	-14	6%	-2%	-1	0%
20	COc1ccc(CCNC(=O)COc2ccc(C)nc2[N+](=O)[O-])cc1OC
  9%	5%	-1	6	-2%	-4	10%	-1%	-1	-9%
21	Cc1ccc(-c2nc(CS(=O)CC(=O)NCCCN3CCN(Cc4ccccc4)CC3)c(C)o2)cc1 (configuration not stated)
  -8%	2%	-2	0	-14%	-7	8%	-2%	14	0%
22	NC(=O)c1ccc(NC(=O)COC(=O)/C=C/c2cn(-c3ccccc3)nc2-c2cccnc2)cc1
  1%	-4%	1	-5	?	30[activator]	19%	0%	-1	2%
23	CCOc1ccccc1CN1CCN(Cc2c[nH]c3ccccc23)CC1CCO (configuration not stated)
  5%	-2%	-3	0	nt	-18	15%	-1%	0	0%
24	COC(=O)c1cc(Br)c(=O)n(-c2ccccc2F)c1
  -2%	2%	3	6	-15%	26	0%	4%	-2	?
25	O=C1NN=C(c2ccc(Cl)cc2)CC1c1c[nH]c2ccccc12 (configuration not stated)
  -7%	-7%	-3	4	3%	-5	3%	0%	-5	?
26	CCOC(=O)c1c(CC(C)C)csc1/N=C/C1C(=O)CC(C)(C)CC1=O
  0%	10%	2	2	nt	5	52%[activator]	1%	-12	6%
27	COc1ccc(-n2c(O)c(/C=N/NS(=O)(=O)c3ccc(C)c([N+](=O)[O-])c3)c3ccccc3c2=O)cc1OC
  1%	11%	7	-6	-8%	4	49%[activator]	4%	nt	2%
28	COC(=O)C1=C(C)NC(=O)/C1=C\c1cc(C)n(-c2ccccc2F)c1C
  0%	0%	-8	10	-2%	-19	-5%	-1%	-4	-1%
29	Cc1cc(C)n2nc(SCc3nnc(SCc4ccccc4Cl)s3)nc2n1
  7%	0%	0	-10	3%	-5	15%	-3%	12	-2%
30	O=C(Cc1ccc(Cl)cc1)Nc1cccc2ncccc12
  -2%	-13%	2	4	0%	-13	5%	1%	-5	-3%

Four entries from above, arranged by their value in TCR act, low to high:
entry	SMILES	TCR act
21	Cc1ccc(-c2nc(CS(=O)CC(=O)NCCCN3CCN(Cc4ccccc4)CC3)c(C)o2)cc1 (configuration not stated)	-14%
27	COc1ccc(-n2c(O)c(/C=N/NS(=O)(=O)c3ccc(C)c([N+](=O)[O-])c3)c3ccccc3c2=O)cc1OC	-8%
25	O=C1NN=C(c2ccc(Cl)cc2)CC1c1c[nH]c2ccccc12 (configuration not stated)	3%
14	COc1cccc(CNC(=O)Cc2ccc(S(=O)(=O)N3CCOCC3)s2)c1	10%

Next records.
The line under a structure holds: AT treatment	Tb PFK block	Coupling enz	TSHR antagonist	TCR act	Giardia kill	MLL CXXC-DNA inh	GALK inh	KCNH2 WT inh	Chronic BCR inh
31	CCCCn1c(N)c(N(CCOC)C(=O)C2CC(=O)N(Cc3ccc(C)cc3)C2)c(=O)[nH]c1=O (configuration not stated)
  3%	-8%	nt	-6	-2%	-15	nt	nt	2	3%
32	COc1ccc(C(=O)N2C(=O)c3ccc(N)cc3C2=O)cc1
  1%	6%	-1	-1	-14%	-27	-6%	0%	6	3%
33	CCCn1nnnc1NC(=O)COc1ccc(CC)cc1
  -10%	0%	7	3	-6%[46.1 µM]	-21	6%	0%	-21	-1%
34	O=C(Nc1ccccc1F)Nc1ccccc1Br
  3%	0%	-1	-3	5%	-1	1%	9%	nt	?
35	CCCCC(=O)NC(=S)Nc1c(C)cc(Br)cc1C
  1%	-1%	1	-8	0%[46.1 µM]	-5	6%	nt	nt	?
36	COc1cccc(/C=N/Nc2snc(SC)c2C#N)c1
  -7%	2%	-2	-22	-1%	23	11%	-3%	9	-4%
37	COc1ccc(C(=O)COC(=O)CNC(=O)c2ccc(Cl)cc2Cl)c(OC)c1
  3%	-15%	nt	-7	2%	7	nt	nt	2	0%
38	O=C(O)c1cccc(N2C(=O)c3cccc4c(Cl)ccc(c34)C2=O)c1
  -3%	1%	2	-16	-2%	-5	13%	-3%	-14	5%
39	COc1cccc(/C=N/NC(=O)C(C)Sc2ccccc2)c1 (configuration not stated)
  0%	0%	-10	4	-24%	-13	-1%	5%	8	-4%
